Assay outcomes from PubChem BioAssay.
MEX-5 binding = C. elegans MEX-5 TCR-2 RNA binding activity; MEX-5/FITC-TCR2 RNA binding, fluorescence polarization; active compounds read low; activity score (negative = inhibition of binding), % at 10 µM; 0.38% of 300,000 active; AID 1832; Q9XUB2;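 active means inhibition past about -25% in most replicates, and total fluorescence under double the plate's negative control median, limit read from the data; inconclusive means replicates evenly split on the limit, or fluorescence at least double controls; inactive means too little inhibition in most replicates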;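 further: 0% = DMSO and -100% = 5 µM competing unlabeled TCR2 RNA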
Target sequence (Q9XUB2 whole entry, looked up): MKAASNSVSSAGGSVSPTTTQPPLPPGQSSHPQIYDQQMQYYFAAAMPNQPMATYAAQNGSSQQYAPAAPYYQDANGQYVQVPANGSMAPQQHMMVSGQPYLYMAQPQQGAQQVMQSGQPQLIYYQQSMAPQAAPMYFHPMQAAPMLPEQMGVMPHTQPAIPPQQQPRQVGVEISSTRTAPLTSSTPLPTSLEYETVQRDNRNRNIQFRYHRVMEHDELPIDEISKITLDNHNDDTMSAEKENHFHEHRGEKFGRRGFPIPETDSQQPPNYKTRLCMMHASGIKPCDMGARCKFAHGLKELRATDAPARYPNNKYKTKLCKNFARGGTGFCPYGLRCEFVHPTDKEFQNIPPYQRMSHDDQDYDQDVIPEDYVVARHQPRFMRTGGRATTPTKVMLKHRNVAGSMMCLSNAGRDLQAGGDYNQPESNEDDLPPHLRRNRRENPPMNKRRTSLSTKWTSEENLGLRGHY
MCL1-BIM inh = inhibitors of human MCL1 binding to BIM-BH3 peptide. Q07820. GST-MCL1 / FITC-Bim-BH3 fluorescence polarization. inhibition, % at 10.9 µM. 0.68% of 320,000 active;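 active means inhibition above the mean inhibition of all tested compounds plus 3 SD, set per campaign, cut at about 40% in these data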;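 further: 0% = DMSO wells and 100% = unlabeled Bim-BH3 peptide control; higher means more loss of mP so more displacement of Bim peptide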
Target sequence (Q07820 whole entry, looked up): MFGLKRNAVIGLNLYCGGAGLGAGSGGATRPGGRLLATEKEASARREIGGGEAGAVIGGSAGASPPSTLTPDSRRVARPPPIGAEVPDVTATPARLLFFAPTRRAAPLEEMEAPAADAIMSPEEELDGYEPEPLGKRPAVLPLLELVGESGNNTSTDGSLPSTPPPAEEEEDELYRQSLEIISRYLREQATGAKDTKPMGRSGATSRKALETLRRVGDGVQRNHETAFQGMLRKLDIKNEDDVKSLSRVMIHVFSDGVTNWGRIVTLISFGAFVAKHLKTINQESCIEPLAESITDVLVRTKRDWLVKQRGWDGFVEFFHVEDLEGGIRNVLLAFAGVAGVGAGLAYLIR
GRK2 inh = human GRK2 inhibition via aptamer displacement; 0.59% of 330,000 active; bead flow cytometry, FAM-aptamer displacement from GRK2; inhibition of aptamer binding, % at 10 µM;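 active means inhibition of aptamer binding above 40%, roughly 3 SD of noise, on plates passing a quality check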;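 further: median bead fluorescence of bound FAM aptamer so fluorescent compounds give negative values; no value below 0 was filed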
Fam108B counter = Fam108B inhibition, counter-screen for RBBP9 inhibitors | recombinant Fam108B, FP-Rh probe fluorescence polarization | inhibition, % at 9.51 µM | AID 1947 | 0.33% of 300,000 active;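 active means inhibition above the screen mean inhibition plus 3 SD, computed separately per campaign, cut at about 18% in these data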;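 further: inhibitors lower polarization as less probe binds the enzyme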
AGP1 TOR yeast = yeast TOR pathway AGP1-GFP modulation; S. cerevisiae AGP1-GFP multiplex flow cytometry, 3 h; GFP as percent of DMSO wells; GFP response vs DMSO, % at 10 µM; 0.02% of 320,000 active;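 active means GFP response relative to DMSO above a set limit, near screen average plus 3 SD, cut at about 150% in these data; inconclusive means fewer than 70 cells counted for the yeast strain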;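 further: median GFP channel fluorescence of the gated AGP1 strain per well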
GLD-1 TGE inh = GLD-1-TGE RNA interaction inhibition (C. elegans); 0.44% of 320,000 active; purified GLD-1 + fluorescein TGE RNA, fluorescence polarization; inhibition, % at 5.96 µM; AID 2280;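 active means percent inhibition above a per-plate cutoff, the plate mean of test compounds plus 3 SD, cut at about 30% in these data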;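 further: 0% = DMSO wells with GLD-1 and probe and 100% = wells lacking GLD-1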
CIT2 TOR yeast = yeast TOR pathway CIT2-GFP modulation; GFP response vs DMSO, % at 10 µM; AID 2029; 0.065% of 320,000 active; S. cerevisiae CIT2-GFP strain, flow cytometry, 3 h; 100 means same as DMSO wells;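 active means GFP response relative to DMSO above a set limit, near the screen mean plus 3 SD, cut at about 150% in these data; inconclusive means Fewer than 70 cells measured for a yeast strain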;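 further: ratio of well median GFP fluorescence to mean of DMSO wells on the plate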
BCLXL inh = inhibitors of human Bcl-xL; Q07817; GST-Bcl-xL / FITC-Bim BH3 peptide fluorescence polarization; inhibition, % at 10.9 µM; 0.7% of 320,000 active; AID 2129;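 active means inhibition above the mean of all tested compounds plus 3 SD, cutoff set per campaign, cut at about 30% in these data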;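 further: 0% = DMSO wells and 100% = unlabeled Bim-BH3 peptide competitor; inhibitors lower millipolarization by displacing the labeled peptide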
Target sequence (Q07817 whole entry, looked up): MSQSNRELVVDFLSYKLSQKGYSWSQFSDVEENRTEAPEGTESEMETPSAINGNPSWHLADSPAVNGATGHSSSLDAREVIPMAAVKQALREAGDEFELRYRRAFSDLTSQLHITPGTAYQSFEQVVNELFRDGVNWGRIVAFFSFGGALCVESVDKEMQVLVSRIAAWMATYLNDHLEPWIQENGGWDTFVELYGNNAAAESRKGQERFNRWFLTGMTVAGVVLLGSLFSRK
VLA-4 inh = inhibition in a human VLA-4 binding assay; 0.2% of 330,000 active; inhibition, % (about 7 µM as worked out from the volumes in the protocol); P13612; VLA-4 expressing cells, ligand binding flow cytometry; in the data active means inhibition above about 50%
Numbers without * were called inactive; ? = inconclusive; nt = no result given; [ ] = another dose, or the depositor's remark.

SMILES | MEX-5 binding | MCL1-BIM inh | GRK2 inh | Fam108B counter | AGP1 TOR yeast | GLD-1 TGE inh | CIT2 TOR yeast | BCLXL inh | VLA-4 inh
O=C(CN1C(=O)NC2(CCCCC2)C1=O)Nc1ccccc1Cl | 0.3 | 1 | 0 | -2 | 108 | -4 | 98 | -5 | 6
COc1ccc(C(CNCC(O)COc2c(C)ccc(C)c2C)N(C)C)cc1 (stereo unspecified) | 4.1 | -6 | 33 | -4 | 103 | 5 | 100 | 0 | 24
CC(=O)c1cc2c(cc1N)OCO2 | -1.3 | -1 | 0 | 0 | 99 | 5 | 99 | 10 | -4
CNC(=O)c1c[nH]c2ccc(S(=O)(=O)Nc3cccc(SC)c3)cc2c1=O | 1.3 | nt | 11 | nt | 96 | nt | 88 | nt | 22
COc1cccc(C2C3=C(N=c4s/c(=C\c5cccc(O)c5)c(=O)n42)c2ccccc2CC3)c1OC (stereo unspecified) | 1.2 | -30 | 1 | -23 | 90 | -21 | 89 | -12 | -46
N=c1n(CCN2CCOCC2)c2ccccc2n1Cc1ccccc1Br | -0.1 | -1 | 0 | 4 | 96 | 6 | 93 | -4 | 13
COc1cc2[nH]c(C(=O)N3CCc4ccccc4C3)cc2c(OC)c1OC | -2.3 | 10 | 1 | 0 | 96 | 2 | 94 | 10 | 0
CC1Cc2ccccc2N1S(=O)(=O)c1ccc(Cl)nc1 (stereo unspecified) | 1.0 | 2 | 0 | 0 | 105 | -7 | 96 | 5 | 11
O=C(Nc1ncc([N+](=O)[O-])s1)c1cccc([N+](=O)[O-])c1 | 2.2 | 6 | 0 | -6 | 95 | -1 | 106 | -1 | -21
Cc1nc(Nc2nc(CSc3ccc(Cl)cc3)cc(=O)[nH]2)nc2ccccc12 | -0.3 | -2 | 1 | -3 | 97 | 2 | 102 | 2 | 35
CC(C)Nc1nc(Cl)nc(Nc2ccccc2)n1 | -1.4 | -5 | 1 | 5 | 102 | -10 | 100 | -1 | 0
Cc1ccc(C(=O)NCC(=O)Nc2ccncc2)cc1C | 2.5 | -1 | 0 | 0 | 95 | 1 | 88 | 1 | 8
CCO/N=C(/C)c1c(O)cc(C(C)(C)C)n(-c2ccccc2)c1=O | 0.3 | -1 | 1 | -3 | 100 | 6 | 99 | -4 | 0
CCCCCn1c(=O)[nH]c2c(c1=O)CCC2 | -2.1 | 2 | 2 | 3 | 97 | -3 | 100 | 4 | -21
COc1cc(C(=O)OCC(=O)Nc2ccc(N3CCOCC3)cc2)ccc1OCC(C)C | 1.9 | -5 | 0 | 1 | 106 | 0 | 115 | -13 | 0
COC(=O)c1cc(COc2ccc3c(c2)oc(=O)c2ccccc23)c(C)o1 | 1.4 | -7 | 4 | -19 | 99 | 7 | 93 | 3 | -2
CCN(CC(=O)NCc1cccs1)S(=O)(=O)c1c(F)cccc1F | nt | -6 | 1 | nt | 110 | 1 | 94 | -1 | 4
O=C(Nc1cccc(NC(=O)C2CCCO2)c1)c1ccco1 (stereo unspecified) | 1.5 | -4 | 3 | -3 | 94 | -9 | 101 | -5 | -7
COc1cc(NC(=O)C2Cc3ccccc3CN2S(C)(=O)=O)cc(OC)c1 (stereo unspecified) | 0.9 | 5 | 0 | 1 | 94 | -6 | 98 | 1 | -3
O=C(COc1ccccc1Cl)NC(=S)Nc1cccc(NC(=O)c2ccccc2Cl)c1 | -2.7 | 4 | 0 | -34 | 98 | -2 | 102 | 0 | 32
CCOCCn1c(-c2ccc(OC)cc2)nc2ccccc21 | 0.8 | 2 | 1 | 3 | 102 | 1 | 91 | -1 | 28
O=C(CSc1cccc2cccnc12)NCc1ccco1 | 1.5 | -1 | 0 | 1 | 95 | -2 | 88 | -4 | 6
C[C@H]1CC[C@]2(O[C@H](CCO)C[C@H](O)[C@H]2O)O1 | -2.7 | -1 | 0 | -3 | 81 | 5 | 73 | -1 | 24
Cc1ccc(NC(=O)COC(=O)CC2CC3CCC2C3)cc1S(=O)(=O)N1CCOCC1 (stereo unspecified) | nt | nt | 0 | nt | 101 | 5 | 102 | nt | 2
Cc1noc(C)c1S(=O)(=O)N1CCC(C(N)=O)CC1 | 3.8 | -1 | 5 | 3 | 108[may fluoresce green] | -3 | 138[may fluoresce green] | -2 | 0
CCN(CC(=O)Nc1c(F)cccc1F)C(=O)CSc1nc(C)cc(C)n1 | -1.4 | 9 | 0 | 2 | 99 | 2 | 109 | 2 | -7
O=C(COc1ccc(S(=O)(=O)N2CCCC2)cc1)NCc1ccccn1 | 0.4 | 1 | 1 | -2 | 94 | -1 | 87 | -3 | 9
CC(C)[C@H](NC(=O)OCc1ccccc1)C(=O)OCC(=O)N1CCN(c2ccc(F)cc2)CC1 | nt | -4 | 0 | nt | 102 | 1 | 86 | -6 | 0
O=C(NCc1ccco1)C(=O)NCC1OCCN1S(=O)(=O)c1cc(F)ccc1F (stereo unspecified) | 3.5 | 4 | 1 | -1 | 111 | 4 | 109 | 1 | 27
O=C(NC1=NCCS1)c1cccc(Br)c1 | 0.8 | -9 | 4 | -2 | 17[may fluoresce violet] | 2 | ? | -2 | -7
Cc1ccc(/C=C/C(=O)OCc2nc(N)nc(Nc3ccccc3C)n2)o1 | 2.5 | 9 | 3 | 1 | 105 | 8 | 98 | 4 | -5
CCOc1ccc2[nH]c(C)c(CN3CCN(C)CC3)c(=O)c2c1 | 2.9 | 5 | 0 | -3 | 102 | 3 | 105 | 7 | 8
O=C(Nc1nc2c(Cl)ccc(Cl)c2s1)C1CC1 | 2.1 | 6 | 0 | 3 | 104 | -2 | 110 | 8 | -11
COc1ccc(C2C(C(=O)c3sc(C)nc3C)=C(O)C(=O)N2CCCn2ccnc2)cc1OC (stereo unspecified) | -0.7 | 3 | 5 | 3 | 97 | -1 | 95 | 7 | -15
CC(Cl)C(=O)NNc1cccc(Cl)n1 (stereo unspecified) | 5.0 | 2 | 0 | 9 | 94 | 3 | 97 | 11 | 4
CC(NC(=O)c1sc2cc([N+](=O)[O-])ccc2c1Cl)C(C)(C)C (stereo unspecified) | 0.3 | -1 | 1 | 2 | 102 | 7 | 102 | 6 | 9
COc1ccc(C(=O)CN2CCN(S(=O)(=O)c3cccc([N+](=O)[O-])c3)CC2)cc1 | -0.9 | -3 | 4 | -4 | 93[may fluoresce red] | 1 | 92[may fluoresce red] | 1 | 6
CC(C)(C)C(=O)NC1CCN(C(=O)N2CCCC2)CC1 | -0.1 | -1 | 2 | -1 | 103 | -2 | 102 | 3 | 4
Cc1ccccc1C(=O)NC1CCN(C(=O)N(c2ccccc2)c2ccccc2)CC1 | 2.4 | 6 | 3 | 4 | 99 | 7 | 102 | 4 | -4
COCCSc1ccccc1C(=O)N1CCN(Cc2ccc3c(c2)OCO3)CC1 | 2.3 | 6 | 1 | -1 | 89 | 6 | 89 | 3 | 9
CC(CNS(=O)(=O)c1ccc2c(c1)NC(=O)CCS2)c1ccccc1 (stereo unspecified) | -2.8 | 1 | 0 | -3 | 109 | -12 | 106 | 0 | 16
Fc1ccc(-[n+]2nc(Nc3ccccc3)sc2-c2cccc(Cl)c2Cl)cc1 | -0.8 | 10 | 4 | -3 | 93 | 12 | 104 | 2 | -2
CC(=O)c1c(COC(=O)c2ccc(C)cc2)nc2ccccc2[n+]1[O-] | 2.8 | 4 | 1 | 5 | 103 | 2 | 100 | 4 | 3
CCOC(=O)c1sc(=NC(=O)c2cccc(C)c2)n(C)c1C | -3.4 | 4 | 2 | 0 | 100 | 1 | 96 | 8 | 5
CCN(CC)S(=O)(=O)c1ccc(N=NC2=C(O)CC(C)(C)CC2=O)cc1 | 0.2 | 6 | 4 | 3 | 98 | 0 | 104 | 8 | -3
Cc1cccc(NC(=O)c2c([N+](=O)[O-])cnn2C)c1 | -4.0 | 10 | 0 | -5 | 98 | 0 | 96 | 8 | 1
Cc1cc(=O)oc2c(CN3CCCC3)c(O)c(Cl)cc12 | -9.4 | 26 | 7 | 1 | 82[may fluoresce violet] | 30 | ? | 25 | 0
CCCCNC(=O)c1ccc(CNS(=O)(=O)c2ccc(Br)cc2)cc1 | 1.3 | 3 | 1 | -1 | 103 | 3 | 106 | -3 | 6
COc1ccc(C(=O)NNC(=O)C(=O)Nc2cccc3ccccc23)cc1 | -5.2 | 6 | 3 | 1 | 100 | 2 | 101 | 4 | 5
CCN1c2ccccc2-c2nc3ccccc3n2C1c1ccccn1 (stereo unspecified) | -1.9 | 3 | 4 | 1 | 87 | 0 | 85 | 8 | 6
O=C(Cc1ccc(F)cc1)Nc1nccs1 | -1.0 | 11 | 0 | 2 | 109 | -1 | 103 | 7 | -1
O=C(c1cc2c(ccc3ccccc32)oc1=O)N1CCN(CCO)CC1 | -6.8 | 6 | 0 | -1 | 83 | 10 | 103 | 9 | 15
O=C(NS(=O)(=O)Nc1ccc(Cl)cc1)c1c[nH]c2ccccc12 | 0.7 | 6 | 1 | 5 | 97 | -11 | 104 | 3 | 8
CCN1CCN(S(=O)(=O)c2ccc(Cl)c(C(=O)NCc3nc4ccccc4[nH]3)c2)CC1 | nt | nt | 0 | nt | 102 | -7 | 110 | nt | 0

Arranged by molecular weight (falling): part of the list above.
SMILES | MEX-5 binding | MCL1-BIM inh | GRK2 inh | Fam108B counter | AGP1 TOR yeast | GLD-1 TGE inh | CIT2 TOR yeast | BCLXL inh | VLA-4 inh
COc1cccc(C2C3=C(N=c4s/c(=C\c5cccc(O)c5)c(=O)n42)c2ccccc2CC3)c1OC (stereo unspecified) | 1.2 | -30 | 1 | -23 | 90 | -21 | 89 | -12 | -46
CC(C)[C@H](NC(=O)OCc1ccccc1)C(=O)OCC(=O)N1CCN(c2ccc(F)cc2)CC1 | nt | -4 | 0 | nt | 102 | 1 | 86 | -6 | 0
Cc1ccc(NC(=O)COC(=O)CC2CC3CCC2C3)cc1S(=O)(=O)N1CCOCC1 (stereo unspecified) | nt | nt | 0 | nt | 101 | 5 | 102 | nt | 2
N=c1n(CCN2CCOCC2)c2ccccc2n1Cc1ccccc1Br | -0.1 | -1 | 0 | 4 | 96 | 6 | 93 | -4 | 13
Cc1ccccc1C(=O)NC1CCN(C(=O)N(c2ccccc2)c2ccccc2)CC1 | 2.4 | 6 | 3 | 4 | 99 | 7 | 102 | 4 | -4
O=C(COc1ccc(S(=O)(=O)N2CCCC2)cc1)NCc1ccccn1 | 0.4 | 1 | 1 | -2 | 94 | -1 | 87 | -3 | 9
COc1cc2[nH]c(C(=O)N3CCc4ccccc4C3)cc2c(OC)c1OC | -2.3 | 10 | 1 | 0 | 96 | 2 | 94 | 10 | 0
COC(=O)c1cc(COc2ccc3c(c2)oc(=O)c2ccccc23)c(C)o1 | 1.4 | -7 | 4 | -19 | 99 | 7 | 93 | 3 | -2
CC(=O)c1c(COC(=O)c2ccc(C)cc2)nc2ccccc2[n+]1[O-] | 2.8 | 4 | 1 | 5 | 103 | 2 | 100 | 4 | 3
CCOc1ccc2[nH]c(C)c(CN3CCN(C)CC3)c(=O)c2c1 | 2.9 | 5 | 0 | -3 | 102 | 3 | 105 | 7 | 8
CCCCCn1c(=O)[nH]c2c(c1=O)CCC2 | -2.1 | 2 | 2 | 3 | 97 | -3 | 100 | 4 | -21
